# HCMV antiviral: qHTS Assay for inhibitors of the human cytomegalovirus (HCMV); activity change, negative = inhibition, % at 57.5 µM; actives 4.5% (n = 410,000); HFF cells, HCMV-luciferase reporter, 72 h; hits give low values; in the data active = activity change below about -60%; inconclusive = no clear call, values can overlap the other calls; inactive = above about -39%; note: % is set by controls: 0 for no effect and ±100 for the full control effect
#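 Screen run at 2 compound doses on HFFs infected with reporter HCMV, MOI 1 PFU/cell. Luciferase activity from cell lysates at 72 h post infection gave inhibition relative to buffer-only and Salinomycin wells.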
# AmpC no deterg: qHTS Inhibitors of AmpC Beta-Lactamase (assay without detergent); AID 485341, 2010; actives 0.52% (n = 330,000); Potency, µM (highest dose often 57.1 µM), for inactives: at the highest dose activity change, negative = inhibition, usual class: inhibitors; AmpC nitrocefin hydrolysis, absorbance 480 nm, 0.0001% Triton; P00811;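 note: potency is the fitted concentration of half-maximal effect; plate controls were no compound for no effect and no enzyme for full effect; nearly all actives have a fitted effect of over 20% in size; some results filed as inactive show a strong effect at the top dose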
# Target sequence (P00811 whole entry, looked up): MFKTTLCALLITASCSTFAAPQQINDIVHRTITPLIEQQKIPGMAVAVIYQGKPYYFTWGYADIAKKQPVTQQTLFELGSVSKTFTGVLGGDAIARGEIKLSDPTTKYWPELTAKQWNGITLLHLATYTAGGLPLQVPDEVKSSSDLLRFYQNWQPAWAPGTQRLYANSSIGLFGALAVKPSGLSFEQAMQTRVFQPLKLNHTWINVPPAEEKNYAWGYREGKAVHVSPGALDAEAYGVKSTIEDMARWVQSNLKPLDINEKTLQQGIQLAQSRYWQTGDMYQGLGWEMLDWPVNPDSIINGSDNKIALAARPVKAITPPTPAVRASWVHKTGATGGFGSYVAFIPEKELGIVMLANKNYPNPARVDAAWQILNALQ
#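 AmpC (5.3 nM in the dispensed reagent) in 20 mM phosphate pH 7.0 with 0.01% (detergent screen) or 0.0001% Triton X-100 was preincubated with compounds for 15 min at room temperature. Nitrocefin was then added from an 800 uM solution, and hydrolysis was followed at 480 nm.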
# AmpC inh detg: qHTS Inhibitors of AmpC Beta-Lactamase (assay with detergent); P00811; AmpC hydrolysis of nitrocefin, absorbance 480 nm, 0.01% Triton; Potency, µM (doses to about 114 µM), for inactives: at the top dose activity change, negative = inhibition, hits mostly inhibitors; actives 0.041% (n = 370,000); AID 485294, 2010;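 note: potency is the fitted concentration of half-maximal effect; 0% = no-compound wells and -100% = no-enzyme wells; nearly all actives have a fitted effect of over 25% in size; some results filed as inactive show a strong effect at the top dose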
#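 AmpC (5.3 nM in the dispensed reagent) in 20 mM phosphate pH 7.0 with 0.01% (detergent screen) or 0.0001% Triton X-100 was preincubated with compounds for 15 min at room temperature. Nitrocefin was then added from an 800 uM solution, and hydrolysis was followed at 480 nm.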
# Shiga toxin inh: A qHTS for Small Molecule Inhibitors of Shiga Toxin | Vero cells, Shiga toxin protein synthesis inhibition reporter | inhibition, % at 38.7 µM | actives 9.2% (n = 290,000) | AID 2315, 2010; in the data active = inhibition mostly above about 28%, no sharp cut-off; inactive = mostly below about 43%; note: 0% is about no effect
# AMA1-RON2 inh: qHTS for Inhibitors of AMA1-RON; Towards Development of Antimalarial Drug Lead: Primary Screen | AlphaScreen AMA1-biotinylated RON2 peptide binding | Potency, µM (doses to about 58.2 µM), for the others: top-dose activity change, negative = inhibition, hits mostly inhibitors | actives 0.2% (n = 360,000) | AID 720542, 2013;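 note: potency is the fitted concentration of half-maximal effect; 0% = vehicle wells and -100% = peptide control; nearly all actives have a fitted effect of over 45% in size; some results filed as inactive show a strong effect at the top dose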
#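 AMA1 (3D7) with his tag at 25 nM final met compounds first, then biotinylated RON2 peptide at 25 nM; detection used donor plus acceptor beads, 10 µg/mL apiece, read by AlphaScreen after 30 min at room temperature.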
# CHX counter: Cycloheximide Counterscreen for Small Molecule Inhibitors of Shiga Toxin. cell reporter, cycloheximide protein synthesis inhibition counterscreen. max response, %. actives 12% (n = 300,000); in the data active = max response mostly above about 13%, no sharp cut-off; inactive = mostly below about 14%; note: read at 38.3 µM for the half of the compounds with a filed dose; 0% is about no effect
# FBPA Giardia inh: qHTS Assay for Inhibitors of Fructose-1,6-bisphosphate Aldolase from Giardia Lamblia; A8B2U2; purified Giardia FBPA; Potency, µM (doses to about 59.6 µM), for inactives: at the top dose activity, negative = inhibition, usual class: inhibitors; actives 0.71% (n = 290,000); note: potency is the fitted concentration of half-maximal effect; % is set by controls: 0 for no effect and ±100 for the full control effect; nearly all actives have a fitted effect of over 55% in size
# Target sequence (A8B2U2 whole entry, looked up): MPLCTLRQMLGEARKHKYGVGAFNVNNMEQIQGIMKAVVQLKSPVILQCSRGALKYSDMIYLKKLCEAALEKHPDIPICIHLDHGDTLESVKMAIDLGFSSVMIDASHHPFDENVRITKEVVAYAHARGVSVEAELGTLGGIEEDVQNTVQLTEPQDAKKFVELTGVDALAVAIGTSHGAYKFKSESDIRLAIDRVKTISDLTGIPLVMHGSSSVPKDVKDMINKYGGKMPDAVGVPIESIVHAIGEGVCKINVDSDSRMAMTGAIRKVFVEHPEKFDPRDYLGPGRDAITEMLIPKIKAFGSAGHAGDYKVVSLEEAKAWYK
#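 40 nM FBPA preincubated 10 min at RT with compound (up to 57.5 uM final), then substrate plus GAPDH/TPI/NAD/arsenate coupling and diaphorase/resazurin added. Fluorescence read after 20 min at RT, 525/598 nm.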
# Starred values were filed as active, the others as inactive; ? = inconclusive; nt = not tested or not shown; [ ] = another dose, or the depositor's remark. Unless noted, calls come from the whole dose curve; as a rule, active = well fitted curve in the direction sought with a large enough effect; inconclusive = small, poorly fitted or top-dose-only effect, or another doubt; inactive = no such curve, though single readings can be large; an effect the other way counts as inactive or inconclusive. Random draw from the library. About 16% of those tested had a hit in this group.
item	Molecule	AmpC no deterg	AmpC inh detg	AMA1-RON2 inh	HCMV antiviral
1	O=C(O)CNc1nc(-c2ccccc2)nc2c1oc1ccccc12	-26%	1%	-12%	0
2	CC1(C)CC(=O)c2sc(NS(=O)(=O)c3ccc([N+](=O)[O-])cc3)nc2C1	-16%	-18%	-3%	110
3	N=C1/C(=C/c2cccn2Cc2ccc(F)cc2)C(=O)N=C2SC=CN12	?	-1%	64%[activator]	-15
4	COc1ccc(C)cc1NC(=O)C1CCN(C(=O)C2CC(=O)N(c3ccc(C)cc3)C2)CC1 (stereo unspecified)	130%[activator]	-6%	-5%	-18
5	O=C(Nc1ccccc1C(F)(F)F)c1cnccn1	-3%	-3%	4%	-7
6	CC(C)CN1CCNC(=O)C1CC(=O)NCc1cnn(-c2cccc(F)c2)c1 (stereo unspecified)	34%	1%	16%	-29
7	Cc1ccc(C)c2[nH]c(=O)c(CN(Cc3ccco3)S(=O)(=O)c3ccc4c(c3)OCCO4)cc12	-2%	?	7%	-25
8	O=C(C1=NN[C@@H]2C(=O)N(c3cccc(F)c3)C(=O)[C@H]12)c1cnccn1	-15%	1%	30%	-8
9	CC1(c2ccccc2)NC(=O)N(CC(=O)NNC(=O)c2ccccc2)C1=O (stereo unspecified)	-17%	2%	44%[activator]	nt
10	COc1ccc(CCNC(=O)COc2cc(C)cc3oc(=O)cc(C)c23)cc1	-4%	-2%	-1%	?

item	Shiga toxin inh	CHX counter	FBPA Giardia inh
1	-4	0	13%
2	-7	46*	-22%
3	14	10	?
4	3	-5	7%
5	-20	2	7%
6	-5	0	?
7	23	9	-1%
8	-3	-1	16µM*
9	-8	-3	-4%
10	-4	1	7%

# New compounds follow
item	Molecule	AmpC no deterg	AmpC inh detg	AMA1-RON2 inh	HCMV antiviral
11	O=C(O)c1ccc(-c2ccccn2)s1	-15%	-3%	6%	-6
12	CC1(C)Cc2c(cnn2-c2ccccc2)C(NC(=O)CCN2CCCCO2)C1 (stereo unspecified)	114%[activator]	-2%	-11%	-5
13	COc1ccc(C(=O)NC(C)c2nnc(SCc3ccc(Cl)c(Cl)c3)n2C)cc1 (stereo unspecified)	15%	-9%	-20%	-20
14	CCOC(=O)C1CCCCN1Cc1cccc(F)c1 (stereo unspecified)	0%	-4%	-2%	-17
15	Nn1c(SCCOc2ccccc2)nnc1-c1cccnc1	-2%	-15%	4%	-18
16	O=C(/C=C/c1ccc2c(c1)OCCO2)c1ccccc1	-23%	2%	-7%	67
17	CCCCC(O)(c1ccc(F)cc1)C(CN1CCOCC1)c1ccc(Cl)cc1 (stereo unspecified)	170%[activator]	-8%	-10%	-32
18	Cc1ccnc(NC(=O)c2ccc(OCc3c(C)noc3C)cc2)c1	-4%	-10%	-14%	48
19	CC(C)N(C(=O)Cn1c(-c2cccnc2)ccc(C#N)c1=O)C(C)C	-19%	8%	1%	-5
20	Cn1c(=O)[nH]c(=O)c2c1nc(Sc1ncccn1)n2CCCc1ccccc1	1%	-13%	0%	-28

item	Shiga toxin inh	CHX counter	FBPA Giardia inh
11	29*	45*	8%
12	26*	4	nt
13	2	-3	5%
14	16	-3	?
15	4	12	-11%
16	74*	42*	-4%
17	-6	1	1%
18	nt	nt	nt
19	-4	-2	3%
20	-11	-4	-12%

# Some of the entries so far, with one line to a screen:
(11) O=C(O)c1ccc(-c2ccccn2)s1
(12) CC1(C)Cc2c(cnn2-c2ccccc2)C(NC(=O)CCN2CCCCO2)C1 (stereo unspecified)
(13) COc1ccc(C(=O)NC(C)c2nnc(SCc3ccc(Cl)c(Cl)c3)n2C)cc1 (stereo unspecified)
(14) CCOC(=O)C1CCCCN1Cc1cccc(F)c1 (stereo unspecified)
(15) Nn1c(SCCOc2ccccc2)nnc1-c1cccnc1
Assay by compound,11,12,13,14,15
AmpC no deterg,-15%,114%[activator],15%,0%,-2%
AmpC inh detg,-3%,-2%,-9%,-4%,-15%
AMA1-RON2 inh,6%,-11%,-20%,-2%,4%
HCMV antiviral,-6,-5,-20,-17,-18
Shiga toxin inh,29*,26*,2,16,4
CHX counter,45*,4,-3,-3,12
FBPA Giardia inh,8%,nt,5%,?,-11%

# Not a retest: two of the compounds above.
item	Molecule	AmpC no deterg	AmpC inh detg	AMA1-RON2 inh	HCMV antiviral
11	O=C(O)c1ccc(-c2ccccn2)s1	-15%	-3%	6%	-6
12	CC1(C)Cc2c(cnn2-c2ccccc2)C(NC(=O)CCN2CCCCO2)C1 (stereo unspecified)	114%[activator]	-2%	-11%	-5

item	Shiga toxin inh	CHX counter	FBPA Giardia inh
11	29*	45*	8%
12	26*	4	nt

# Remaining list, next part.
item	Molecule	AmpC no deterg	AmpC inh detg	AMA1-RON2 inh	HCMV antiviral
21	N#Cc1cnn(-c2nc3sc4c(c3c(=O)[nH]2)CCCC4)c1N	-12%	-1%	56%[activator]	-8
22	C[C@H]1CN=C(N(C)C)N1CCCC1CCCCC1	-10%	?	4%	-22
23	CC/C(=N\NC(=O)c1ccccc1)c1c(O)n(C2CCCCC2)c(=O)[nH]c1=O	-40%	-10%	75%[activator]	14
24	COc1ccc(Br)cc1/C=N/NC(=O)c1cccnc1	-24%	6%	5%	37
25	Cc1ccc(OCc2cc(C(=O)N3CC4C[C@@H]5CC3C[C@H](C4)C5)no2)cc1C	-27%	?	11%	63
26	CCC(C)NC(=O)c1cn(CC)c2ccc(S(=O)(=O)N3CCCCCC3)cc2c1=O (stereo unspecified)	69%[activator]	-9%	32%[activator]	-40
27	CC1=CCC2C(=O)N(c3ccc4ccccc4n3)C(=O)C2C1 (stereo unspecified)	0.14µM*	0%	-2%	-7
28	Cc1cc(C)c(N2CCN(S(=O)(=O)N3CCCCCC3)CC2)c(C)c1	17%	-11%	-2%	-29
29	CC1=C(C(=O)Nc2cccc(C(=O)NCc3ccc(F)cc3)c2)SCCO1	-32%	-1%	0%	-38
30	O=C(Cc1cccs1)NCC1CCCO1 (stereo unspecified)	-20%	-19%	-1%	-2

item	Shiga toxin inh	CHX counter	FBPA Giardia inh
21	-3	2	-15%
22	nt	nt	nt
23	51*	34*	10%
24	-10	1	1%
25	135*	35*	nt
26	-6	-2	8%
27	-33	9.4*	-1%
28	-5	-2	1%
29	-7	-7	nt
30	25	-2	1%

# Next compounds
item	Molecule	AmpC no deterg	AmpC inh detg	AMA1-RON2 inh	HCMV antiviral
31	O=C(CN(C(=O)CNS(=O)(=O)c1ccc(F)cc1)c1ccccc1F)NCc1ccco1	-12%	-6%	0%	60
32	Cc1nc([N+](=O)[O-])c(Br)n1CC(=O)c1ccc(Br)cc1	-6%	?	0%	-16
33	O=C(NC1CCCCC1)C(c1ccncc1)N(C(=O)Cn1nnc(-c2cccs2)n1)C1CCCC1 (stereo unspecified)	-16%	3%	-4%	?
34	COc1ccc(C(=O)N(CN2CCCC2=O)c2cc(C)on2)cc1OC	-8%	-3%	-12%	9
35	C[C@@H]1CN([C@H](C)CO)C(=O)c2cccc(NS(=O)(=O)c3ccccc3)c2O[C@H]1CN(C)C	-13%	nt	-5%	21
36	Cc1ccc(C)c(S(=O)(=O)Nc2ccc3oc(C)c(C(=O)O)c3c2)c1	-32%	-12%	?	4
37	CS(=O)(=O)c1ccc(NCCc2ccc(S(N)(=O)=O)cc2)c([N+](=O)[O-])c1	-16%	6%	-10%	-12
38	O=C(COC(=O)C1CC1)Nc1ncc(C(F)(F)F)cc1Cl	-38%	0%	-2%	-13
39	C=C(C)c1cccc(C(C)(C)NC(=O)N(Cc2ccccc2)Cc2ccco2)c1	-27%	-19%	0%	-1
40	COc1cccc(-n2c(N)cc(=O)nc2SCC(=O)N2CCN(c3ccccc3)CC2)c1	95%[activator]	-9%	14%	-7

item	Shiga toxin inh	CHX counter	FBPA Giardia inh
31	-3	-2	nt
32	-20	1	0%
33	9	-2	5%
34	9	8	9%
35	nt	nt	nt
36	-5	-3	7%
37	-11	5	4%
38	-6	9	-1%
39	14	6	3%
40	2	-3	nt

# Remaining list, next part
item	Molecule	AmpC no deterg	AmpC inh detg	AMA1-RON2 inh	HCMV antiviral
41	O=C(NCCCNC(=O)c1cnccn1)c1cccc(Cl)c1	-11%	-2%	2%	-14
42	C=CCc1cccc2cc(C(=O)OCC(=O)c3ccccc3)c(=O)oc12	-5%	0%	5%	4
43	O=C(CN1CCOCC1)Nc1ccccc1-c1ccccc1	5%	?	-3%	20
44	CC(C(=O)OCC(=O)Nc1ccc(S(N)(=O)=O)cc1)N1C(=O)c2ccccc2C1=O (stereo unspecified)	-9%	nt	11%	2
45	CC1CC(C)CN(C(=O)CN2C(=O)NC3(CCCCCCC3)C2=O)C1 (stereo unspecified)	-8%	-14%	-5%	?
46	CC(C)CNc1nnnc2c1sc1nc(N3CCOCC3)c3c(c12)CC(C)(C)SC3	-25%	3%	1%	?
47	O=C(CCNC(=O)c1ccccc1)NC1CCCc2ccccc21 (stereo unspecified)	-2%	-2%	14%	-26
48	O=C(CCCN1C(=O)c2cccc3cccc(c23)C1=O)NC1CCS(=O)(=O)C1 (stereo unspecified)	0%	1%	-1%	-10
49	Cc1cc2nc(C)c(=O)n(C)c2cc1C	-10%	?	4%	15
50	O=C(NCCCCCCNC(=O)c1ccc(Br)s1)c1ccc(Br)s1	-41%	-6%	-7%	2

item	Shiga toxin inh	CHX counter	FBPA Giardia inh
41	-6	-1	9%
42	-22	-4	6%
43	-2	8	3%
44	nt	nt	nt
45	nt	nt	nt
46	-19	-2	-7%
47	nt	nt	nt
48	44	19	-5%
49	-5	0	-1%
50	8	7	0%

# The list continues:
item	Molecule	AmpC no deterg	AmpC inh detg	AMA1-RON2 inh	HCMV antiviral
51	OCC[C@H]1C[C@@H](O)[C@H](O)[C@]2(CCc3ccccc3CO2)O1	-6%	-6%	8%	-10
52	O=C1OC(c2ccccc2)c2ccccc21 (stereo unspecified)	-10%	?	0%	-3
53	O=C(OCCCOc1ccc(F)cc1)c1ccc(O)cc1O	3.2µM*	-6%	11%	-20
54	Oc1ccccc1Cn1nnc2ccccc21	-23%	?	8%	-5
55	CCOC(=O)c1c(NC(C)=O)sc2c(OC(C)=O)cccc12	-17%	1%	-4%	-20
56	Cc1ccc(NC(=O)CSc2nnc(-c3cnccn3)n2Cc2ccco2)cc1	10%	3%	8%	8
57	O=C(NCc1ccncc1)C(=O)NCC(c1ccco1)N1CCN(c2ccccc2F)CC1 (stereo unspecified)	33%	-15%	9%	-28
58	COC(=O)C1=C(C)NC(=S)N(C(C)=O)C1c1ccccc1 (stereo unspecified)	-27%	-3%	-2%	33

item	Shiga toxin inh	CHX counter	FBPA Giardia inh
51	nt	nt	nt
52	-4	0	8%
53	21	21*	nt
54	-8	-3	-5%
55	-14	-1	-3%
56	-2	4	-8%
57	-2	-2	5%
58	-1	-1	0%

# From PubChem BioAssay
